Compound activity as filed in PubChem.
AGP1-GFP MLPCN – modulators of TOR pathway AGP1-GFP in S. cerevisiae | S. cerevisiae AGP1-GFP multiplex flow cytometry, 3 h; GFP as percent of DMSO wells | GFP response vs DMSO, % at 10 µM | 320,000 compounds, 0.02% hits | AID 2066;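 active = GFP response relative to DMSO above a set limit, near screen average plus 3 SD, cut at about 150% in these data; inconclusive = fewer than 70 cells counted for the yeast strain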;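 also: median GFP channel fluorescence of the gated AGP1 strain per well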
CIT2-GFP yeast – alters CIT2-GFP fluorescence in TOR pathway yeast screen; S. cerevisiae CIT2-GFP strain, flow cytometry, 3 h; 100 means same as DMSO wells; GFP response vs DMSO, % at 10 µM; 320,000 compounds, 0.065% hits; AID 2029;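 active = GFP response relative to DMSO above a set limit, near the screen mean plus 3 SD, cut at about 150% in these data; inconclusive = Fewer than 70 cells measured for a yeast strain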;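 also: ratio of well median GFP fluorescence to mean of DMSO wells on the plate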
MEP2 TOR yeast – yeast TOR pathway MEP2-GFP modulation. GFP response vs DMSO, % at 10 µM. S. cerevisiae MEP2-GFP strain, flow cytometry GFP, 3 h; 100% = DMSO control level. 330,000 compounds, 0.51% hits;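 active = GFP response versus DMSO above a set limit, roughly screen mean plus 3 SD, cut at about 180% in these data; inconclusive = fewer than 70 cells counted for a yeast strain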;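 also: median GFP fluorescence of the barcode-gated MEP2-GFP cells per well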
RPL19A TOR yeast – alters RPL19A-GFP fluorescence in TOR pathway yeast screen | S. cerevisiae RPL19A-GFP strain, flow cytometry, 3 h; hits give low values | percent response vs DMSO, % at 10 µM | 330,000 compounds, 0.3% hits;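 active = percent response vs DMSO below 50%; inconclusive = fewer than 70 events counted for the yeast strain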;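 also: median channel GFP fluorescence of the barcoded RPL19A-GFP strain; ratio of sample median GFP to plate DMSO average so 100% = DMSO; lower means less RPL19A-GFP as with rapamycin TOR inhibition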
LAP4 TOR yeast – modulators of TOR pathway LAP4-GFP in S. cerevisiae; S. cerevisiae LAP4-GFP multiplex, flow cytometry GFP, 3 h; median GFP as percent of DMSO wells; GFP response vs DMSO, % at 10 µM; 320,000 compounds, 0.34% hits;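 active = GFP response vs DMSO above a set limit, about the screen mean plus 3 SD, cut at about 150% in these data; inconclusive = under 70 cell events counted for the yeast strain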
CR mimetic SO – yeast age-related superoxide inhibition as caloric restriction mimetic. AID 2690. superoxide response (% of plate mean), % at 10 µM. 330,000 compounds, 0.18% hits. S. cerevisiae aged cells, superoxide DHE fluorescence; hits give low values;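 active = superoxide response under a set limit, about three screen SD below normal, cut at about 65% in these data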;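 also: yeast aged for seven days with compound at 30 °C before DHE staining; 100% = average MFI of all compound-treated wells on the plate with controls excluded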
AHR activator – activators of human aryl hydrocarbon receptor; P35869; AHR-responsive luciferase reporter cells, luminescence; activation, % at 5 µM; 320,000 compounds, 2.5% hits; in the data active = activation above about 47%;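 also: 0% = vehicle wells and 100% = reference agonist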
Target sequence (P35869 whole entry, looked up): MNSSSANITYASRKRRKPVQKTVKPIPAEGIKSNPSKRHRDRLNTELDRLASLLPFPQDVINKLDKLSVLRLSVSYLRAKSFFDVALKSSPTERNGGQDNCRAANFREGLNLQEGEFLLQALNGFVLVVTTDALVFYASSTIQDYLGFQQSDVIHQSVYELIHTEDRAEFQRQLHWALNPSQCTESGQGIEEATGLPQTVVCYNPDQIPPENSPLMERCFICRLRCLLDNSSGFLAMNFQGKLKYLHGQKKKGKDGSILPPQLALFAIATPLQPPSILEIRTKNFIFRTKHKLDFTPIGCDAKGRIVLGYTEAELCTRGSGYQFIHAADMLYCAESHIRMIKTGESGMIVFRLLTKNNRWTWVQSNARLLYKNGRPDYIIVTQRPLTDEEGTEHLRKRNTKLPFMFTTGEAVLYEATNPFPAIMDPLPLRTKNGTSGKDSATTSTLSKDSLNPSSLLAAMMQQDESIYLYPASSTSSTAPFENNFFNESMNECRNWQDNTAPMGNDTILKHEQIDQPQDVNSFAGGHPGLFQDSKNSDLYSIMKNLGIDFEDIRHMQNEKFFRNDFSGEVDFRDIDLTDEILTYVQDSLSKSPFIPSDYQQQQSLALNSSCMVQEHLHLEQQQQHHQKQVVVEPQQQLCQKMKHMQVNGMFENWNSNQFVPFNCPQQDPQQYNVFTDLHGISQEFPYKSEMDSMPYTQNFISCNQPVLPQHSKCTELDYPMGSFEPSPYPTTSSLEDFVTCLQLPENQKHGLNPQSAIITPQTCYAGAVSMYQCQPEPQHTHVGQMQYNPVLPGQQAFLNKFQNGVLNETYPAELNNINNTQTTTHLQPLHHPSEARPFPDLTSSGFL
Efflux pump mplx – inhibitors of Candida antifungal efflux pumps expressed in yeast | S. cerevisiae Candida pump triplex, Nile Red efflux | inhibition, % at 10 µM | 330,000 compounds, 0.44% hits | AID 485275;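 active = plate passing quality check with inhibition over a set limit, or well fluorescence over plate mean plus 4 SD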;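 also: Nile Red retained in pooled yeast measured as flow cytometry median fluorescence; 0% = buffer negative control and 100% = Enniatin B positive control; higher means more Nile Red kept so more efflux inhibition; some compounds called inactive have numbers as strong as hits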
* marks the source's active call; other numbers are inactive results; ? = inconclusive; nt = no result given.

#	Compound	AGP1-GFP MLPCN	CIT2-GFP yeast	MEP2 TOR yeast	RPL19A TOR yeast	LAP4 TOR yeast	CR mimetic SO	AHR activator	Efflux pump mplx
1	CN(CC(=O)Nc1ccccc1Br)C(=O)CN1CCN(Cc2cccc(Cl)c2)CC1	102	103	101	100	97	95	1	-0.1
2	Nc1nc(SCC(=O)Nc2ccc(Cl)c([N+](=O)[O-])c2)n[nH]1	108	95	106	103	112	127	-3	0.0
3	CN(Cc1c(F)cccc1Cl)C(=O)c1ccc(NC(=O)CC2SC(N3CCCCC3)=NC2=O)cc1 (stereo not drawn)	95	95	95	97	88	97	2	-0.1
4	Nc1nonc1C(=O)NCCNC(=O)c1ccc(Cl)c(Cl)c1	106	103	109	106	98	97	3	-0.1
5	CCOc1ccccc1NC(=O)C1CCCCN1S(=O)(=O)c1ccccc1 (stereo not drawn)	91	102	99	97	92	108	4	0.0
6	O=C1COc2cc(S(=O)(=O)CCC(=O)N3CCCCC3)c(Cl)cc2N1	?	?	?	?	?	114	1	0.2
7	CC(C)Cn1c(-c2csc3c2CCCC3)n[nH]c1=S	99	95	93	93	97	83	1	0.0
8	O=C(COC(=O)c1ccc(Br)o1)Nc1nc2ccccc2s1	86	87	93	90	93	113	24	0.1
9	COc1ccc(C2C(C#N)=C(N)N(c3ccccc3C#N)C3=C2C(=O)CCC3)cc1CN1CCCC1 (stereo not drawn)	92	107	96	113	92	101	2	9.6*
10	CCN(CC)CC(=O)NC1CCCc2c1cnn2-c1cc(F)cc(F)c1 (stereo not drawn)	101	112	108	104	91	103	3	0.0
11	CCOc1ccc(OCCCC(=O)Nc2nc3ccccc3[nH]2)cc1	102	105	103	107	103	100	2	0.0
12	Cc1ccccc1C(=O)N1CCN(c2ccc(NC(=O)c3ccccc3[N+](=O)[O-])cc2)CC1	101	103	100	103	99	85	-1	-0.1

The last 3 compounds of the part above come first, to join the parts:
#	Compound	AGP1-GFP MLPCN	CIT2-GFP yeast	MEP2 TOR yeast	RPL19A TOR yeast	LAP4 TOR yeast	CR mimetic SO	AHR activator	Efflux pump mplx
10	CCN(CC)CC(=O)NC1CCCc2c1cnn2-c1cc(F)cc(F)c1 (stereo not drawn)	101	112	108	104	91	103	3	0.0
11	CCOc1ccc(OCCCC(=O)Nc2nc3ccccc3[nH]2)cc1	102	105	103	107	103	100	2	0.0
12	Cc1ccccc1C(=O)N1CCN(c2ccc(NC(=O)c3ccccc3[N+](=O)[O-])cc2)CC1	101	103	100	103	99	85	-1	-0.1
13	Fc1ccccc1NC(=S)NCCc1ccc(Cl)cc1	88	86	101	111	91	137	nt	0.1
14	CCOC(=O)C1CCCN(C(c2ccccn2)c2c(C)[nH]c3ccccc23)C1 (stereo not drawn)	105	108	105	110	104	90	8	-0.1
15	O=C(C1CCCN(S(=O)(=O)c2cccc3nonc23)C1)N1CCN(c2ccccc2)CC1 (stereo not drawn)	97	104	100	94	99	97	0	-0.1
16	CC1CCCCN1CCCNC(=O)CN1C(=O)CSc2ccc(S(=O)(=O)N3CCOCC3)cc21 (stereo not drawn)	110	100	102	103	104	105	-1	-0.1
17	CCc1ccc(S(=O)(=O)Nc2nnc(N)s2)cc1	97	105	98	104	91	103	2	-0.2
18	COc1ccccc1-n1c(SCC(=O)O)nc2c(sc(=S)n2-c2ccc(C)c(C)c2)c1=O	97	99	108	99	100	94	4	-0.1
19	COC(=O)c1sc(NC(=O)c2cc3c(s2)CCCC3)nc1C	?	79	74	77	72	101	-17	-0.5
20	O=C(COC(=O)c1cccnc1Cl)NCCC1=CCCCC1	93	98	97	97	93	101	-1	0.5
21	C=CCN1C(=O)C(Cc2ccc(F)cc2)S/C1=N/N=C/c1ccco1 (stereo not drawn)	111	106	108	106	102	80	1	-0.2
22	CCc1nnc(NC(=O)CN2C(=O)NC3(CCCC3)C2=O)s1	101	96	101	98	97	87	-1	0.1
23	CCOC(=O)c1sc2nc(C)nc(N3CCN(S(=O)(=O)c4ccccc4)CC3)c2c1C	108	100	114	101	124	156	-2	-0.1
24	O=C(c1ccccc1NS(=O)(=O)c1ccc(F)cc1)N1CCCCC1	95	100	96	105	75	105	2	-0.1

Down the list, as entered above.
Entries 15–18 in AGP1-GFP MLPCN, in turn: 97, 110, 97, 97
Entries 15–18 in CIT2-GFP yeast, in turn: 104, 100, 105, 99

Further results follow:
#	Compound	AGP1-GFP MLPCN	CIT2-GFP yeast	MEP2 TOR yeast	RPL19A TOR yeast	LAP4 TOR yeast	CR mimetic SO	AHR activator	Efflux pump mplx
25	COc1ccc(NC(=O)c2cc(S(=O)(=O)N3CCCCC3)c[nH]2)cc1Cl	106	102	93	99	100	98	18	0.1
26	O=C(c1cccc2ccccc12)C1CCCN(C(=O)c2ccc(N3CCOCC3)cc2)C1 (stereo not drawn)	97	95	98	93	105	95	5	-0.1
27	Cc1cccc2cc(C#N)c(SCC(=O)N3CC(=O)Nc4ccccc43)nc12	100	100	96	98	96	95	33	-0.2
28	COCCCNC(=O)/C=C/c1ccc(Cl)cc1	98	98	98	97	100	91	3	-0.1
29	CCCCn1c(=O)[nH]c(=O)c2c1nc(-c1cc(Cl)c(OC)c(OC)c1)n2C	90	93	99	96	90	112	2	0.0
30	O=C1N/C(=N\N=C\c2ccco2)SC1Cc1ccc(F)cc1 (stereo not drawn)	96	101	97	100	102	101	1	0.0
31	CSc1ccccc1NC(=O)N1CCCC(C(=O)c2ccc3c(c2)OCO3)C1 (stereo not drawn)	100	98	100	99	108	91	3	0.1
32	CC(c1ccco1)N(C(=O)c1ccc(F)cc1)c1ccccn1 (stereo not drawn)	94	94	78	89	91	101	0	-0.1
33	CC1(C)CC(=O)C=C(NCCCN2CCCC2=O)C1	107	107	98	97	94	89	0	-0.2
34	Cc1ccc(C(C)C)c(OCC(=O)NNCC(=O)Nc2cccc(F)c2)c1	101	102	103	100	98	109	3	-0.3
35	O=C1CCC(C(=O)NCc2cccnc2)N1 (stereo not drawn)	94	97	100	98	98	86	2	0.1
36	COCc1ccc(C(=O)N2CCCC(C(=O)c3ccc(SC)cc3)C2)o1 (stereo not drawn)	97	102	99	102	100	99	1	-0.1

(cont.)
#	Compound	AGP1-GFP MLPCN	CIT2-GFP yeast	MEP2 TOR yeast	RPL19A TOR yeast	LAP4 TOR yeast	CR mimetic SO	AHR activator	Efflux pump mplx
37	CN(CC(=O)Nc1cccc(F)c1)C(=O)c1cc(S(=O)(=O)N(C)C)ccc1N1CCCC1	74	84	91	98	68	95	0	0.7
38	CC1CCCCN1C(=O)Cn1cc(C=O)c2ccccc21 (stereo not drawn)	114	114	113	105	100	89	2	0.1
39	COc1ccc(Cl)cc1NC(=O)NCC1CCN(C(=O)OC(C)(C)C)CC1	92	78	92	94	100	103	11	0.1
40	Cc1ccc(S(=O)(=O)N(CC(=O)Nc2ccccc2C(=O)O)c2ccccc2)cc1	95	87	98	94	108	104	5	0.7
41	CC1=NN(C(C#N)c2ccccc2O)C(C)(C)C1 (stereo not drawn)	91	91	91	94	92	106	0	0.2
42	CC1(C)CC(=O)c2cnc(N3CCN(c4ccccc4)CC3)nc2C1	98	104	100	96	100	103	-1	0.0
43	COc1ccc(CNC(=O)CN(C(=O)c2cc3sccc3n2C)C2CCCC2)cc1	96	98	104	99	106	88	2	0.1
44	CCOc1ncccc1C(=O)OCC(=O)c1ccccc1Br	96	81	118	96	104	78	0	0.2
45	O=C(NCCN1CCN(S(=O)(=O)c2ccc([N+](=O)[O-])cc2)CC1)C(=O)Nc1ccccc1	108	100	95	104	102	100	-1	0.0
46	Cc1ccc(C2CC(c3cccs3)=NN2C(=O)CCl)cc1 (stereo not drawn)	96	89	103	104	90	88	5	0.0
47	O=C(O)C(NC(=O)C1CCCN1C(=O)OCc1ccccc1)c1ccccc1 (stereo not drawn)	97	100	110	106	104	90	nt	0.0
48	O=C(NCc1ccccc1)Oc1cccc(Cl)c1	93	80	94	98	104	87	4	0.2

(continued)
#	Compound	AGP1-GFP MLPCN	CIT2-GFP yeast	MEP2 TOR yeast	RPL19A TOR yeast	LAP4 TOR yeast	CR mimetic SO	AHR activator	Efflux pump mplx
49	Cc1ccc2nc(N/C(=N/S(=O)(=O)c3cccs3)c3ccccc3Cl)sc2c1	104	105	102	101	102	103	-2	-0.2
50	CCOc1ccc(S(=O)(=O)N(C)c2ccc(OCC(=O)NCC3CCCO3)cc2)cc1 (stereo not drawn)	114	103	111	110	103	106	2	0.0
51	CCCCn1nc(C(=O)NCc2ccccc2CN2CCCC2)c2ccccc2c1=O	85	78	100	93	94	103	-1	0.1
52	Cc1ccc2[nH]c(=O)c3cc(C(=O)N(CCCOC(C)C)Cc4ccco4)sc3c2c1	95	95	99	105	111	111	4	0.3
53	CC(=O)N1CCc2[nH]c3ccc(C)cc3c2C1	99	96	104	99	102	106	22	0.2
54	CC1=C(C)CC(C(=O)NCc2ccccc2F)C(C(=O)O)C1 (stereo not drawn)	100	100	94	97	100	98	0	0.0
55	Cc1ccc(NC(=O)c2c3c(nc4ccccc24)CCC3)cc1S(=O)(=O)N(C)C	99	94	94	96	97	95	-1	0.1
56	Cc1cc(N2CCCC2)nc(-c2ccccc2O)n1	88	96	100	95	81	112	22	-0.1
57	CCCCC(=O)NCCc1cc2c(C)ccc(C)c2[nH]c1=O	102	87	91	100	94	105	-3	-0.1
58	COC(C(=O)Nc1ccnn1C1CCN(Cc2ccc(C)o2)CC1)c1ccccc1 (stereo not drawn)	94	98	98	113	70	109	nt	0.1
59	C=CCNc1nc(C2(C)CC3(CC(C)OC3=O)C(=O)O2)cs1 (stereo not drawn)	98	100	97	100	95	97	0	0.0
60	CCCN(CCC)S(=O)(=O)c1ccc(C(=O)NNC(=O)c2cc(OC)c(OC)c(OC)c2)cc1	106	101	102	92	108	112	-1	0.0

Arranged by value in RPL19A TOR yeast (rising): 3 from the list above.
cpd | molecule | AGP1-GFP MLPCN | CIT2-GFP yeast | MEP2 TOR yeast | RPL19A TOR yeast | LAP4 TOR yeast | AHR activator | Efflux pump mplx
40 | Cc1ccc(S(=O)(=O)N(CC(=O)Nc2ccccc2C(=O)O)c2ccccc2)cc1 | 95 | 87 | 98 | 94 | 108 | 5 | 0.7
52 | Cc1ccc2[nH]c(=O)c3cc(C(=O)N(CCCOC(C)C)Cc4ccco4)sc3c2c1 | 95 | 95 | 99 | 105 | 111 | 4 | 0.3
4 | Nc1nonc1C(=O)NCCNC(=O)c1ccc(Cl)c(Cl)c1 | 106 | 103 | 109 | 106 | 98 | 3 | -0.1

More entries.
#	Compound	AGP1-GFP MLPCN	CIT2-GFP yeast	MEP2 TOR yeast	RPL19A TOR yeast	LAP4 TOR yeast	CR mimetic SO	AHR activator	Efflux pump mplx
61	COc1ccc(NC(=O)C2CCN(S(=O)(=O)c3c(C)noc3C)CC2)cc1OC	98	93	93	98	94	114	-1	0.1
62	Cc1ccc(-c2cc(C(=O)N3CCc4ccccc4C3)[nH]n2)cc1C	97	100	108	99	97	90	6	-0.1
63	Cc1ccc(CNC(=O)C2CCC(=O)N(CCc3cccc(F)c3)C2)cc1 (stereo not drawn)	97	93	103	97	101	91	-2	3.1
64	CCOC(=O)c1c(C)oc2ccc(NS(=O)(=O)c3ccc4c5c(cccc35)C(=O)N4)cc12	107	108	102	104	112	94	-12	0.0
65	Cc1cc2ncn(C(=O)N3CCCCC3)c2cc1C	94	95	91	96	98	106	2	-0.1
66	COc1ccc(C2/C(=C(/O)c3ccc(Br)cc3)C(=O)C(=O)N2C)cc1OC (stereo not drawn)	96	95	100	99	88	101	-1	0.1
67	Cc1cccc(NC(=O)c2ccc(C3SCC(=O)N3CCc3ccccc3)cc2)c1 (stereo not drawn)	99	97	104	100	98	109	7	-0.2
68	Cc1ccc(S(=O)(=O)N2CCCOC2)cc1	100	96	98	96	95	91	0	-1.0
